# Screening data deposited in PubChem by several laboratories.
# VLA-4 inh = inhibition in a human VLA-4 binding assay; VLA-4 expressing cells, ligand binding flow cytometry; inhibition, % (about 7 µM as worked out from the volumes in the protocol); P13612; 0.2% of 330,000 active; in the data active = inhibition above about 50%
# MCL1-BIM inh = disrupts human MCL1 binding to BIM-BH3 peptide | Q07820 | GST-MCL1 / FITC-Bim-BH3 fluorescence polarization | inhibition, % at 10.9 µM | 0.68% of 320,000 active;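 active = inhibition above the mean inhibition of all tested compounds plus 3 SD, set per campaign, cut at about 40% in these data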;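 also: 0% = DMSO wells and 100% = unlabeled Bim-BH3 peptide control; higher means more loss of mP so more displacement of Bim peptide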
# Target sequence (Q07820 whole entry, looked up): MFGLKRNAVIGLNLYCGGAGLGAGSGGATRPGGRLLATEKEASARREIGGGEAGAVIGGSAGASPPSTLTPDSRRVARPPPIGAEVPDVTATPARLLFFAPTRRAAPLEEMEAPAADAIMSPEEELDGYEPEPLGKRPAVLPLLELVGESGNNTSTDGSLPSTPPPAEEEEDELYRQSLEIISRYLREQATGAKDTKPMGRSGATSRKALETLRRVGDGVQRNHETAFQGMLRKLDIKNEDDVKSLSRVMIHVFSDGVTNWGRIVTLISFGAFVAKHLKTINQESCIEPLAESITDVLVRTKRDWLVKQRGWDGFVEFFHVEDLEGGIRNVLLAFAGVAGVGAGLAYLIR
# GRK2 aptamer HTS = inhibitors of human GRK2 displacing RNA aptamer. 0.59% of 330,000 active. bead flow cytometry, FAM-aptamer displacement from GRK2. inhibition of aptamer binding, % at 10 µM;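 active = inhibition of aptamer binding above 40%, roughly 3 SD of noise, on plates passing a quality check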;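 also: median bead fluorescence of bound FAM aptamer so fluorescent compounds give negative values; no value below 0 was filed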
# Fam108B inh = counter-screen for RBBP9 inhibitors: inhibitors of mouse Fam108B. inhibition, % at 9.51 µM. recombinant Fam108B, FP-Rh probe fluorescence polarization. 0.33% of 300,000 active;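 active = inhibition above the screen mean inhibition plus 3 SD, computed separately per campaign, cut at about 18% in these data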;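 also: inhibitors lower polarization as less probe binds the enzyme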
# MEX-5 binding = C. elegans MEX-5 TCR-2 RNA binding activity. Q9XUB2. MEX-5/FITC-TCR2 RNA binding, fluorescence polarization; hits give low values. activity score (negative = inhibition of binding), % at 10 µM. 0.38% of 300,000 active;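 active = inhibition past about -25% in most replicates, and total fluorescence under double the plate's negative control median, limit read from the data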;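 also: 0% = DMSO and -100% = 5 µM competing unlabeled TCR2 RNA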
# Target sequence (Q9XUB2 whole entry, looked up): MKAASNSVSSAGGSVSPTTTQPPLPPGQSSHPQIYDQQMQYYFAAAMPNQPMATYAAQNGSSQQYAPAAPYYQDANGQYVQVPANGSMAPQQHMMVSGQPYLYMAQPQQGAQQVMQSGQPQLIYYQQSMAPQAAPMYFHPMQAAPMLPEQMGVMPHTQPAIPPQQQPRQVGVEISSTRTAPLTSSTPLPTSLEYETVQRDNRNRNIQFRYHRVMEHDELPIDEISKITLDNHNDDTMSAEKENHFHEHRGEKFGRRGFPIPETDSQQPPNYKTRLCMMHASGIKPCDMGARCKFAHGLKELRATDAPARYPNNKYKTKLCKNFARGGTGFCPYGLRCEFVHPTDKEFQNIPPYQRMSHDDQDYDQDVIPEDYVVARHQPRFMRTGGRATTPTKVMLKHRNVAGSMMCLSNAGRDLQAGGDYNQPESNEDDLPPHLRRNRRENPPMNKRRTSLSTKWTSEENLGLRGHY
# CIT2-GFP yeast = yeast TOR pathway CIT2-GFP modulation. S. cerevisiae CIT2-GFP strain, flow cytometry, 3 h; 100 means same as DMSO wells. GFP response vs DMSO, % at 10 µM. 0.065% of 320,000 active;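 active = GFP response relative to DMSO above a set limit, near the screen mean plus 3 SD, cut at about 150% in these data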;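 also: ratio of well median GFP fluorescence to mean of DMSO wells on the plate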
# BCLXL inh = Bcl-xL (human) inhibition. inhibition, % at 10.9 µM. GST-Bcl-xL / FITC-Bim BH3 peptide fluorescence polarization. Q07817. 0.7% of 320,000 active. AID 2129;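 active = inhibition above the mean of all tested compounds plus 3 SD, cutoff set per campaign, cut at about 30% in these data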;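 also: 0% = DMSO wells and 100% = unlabeled Bim-BH3 peptide competitor; inhibitors lower millipolarization by displacing the labeled peptide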
# Target sequence (Q07817 whole entry, looked up): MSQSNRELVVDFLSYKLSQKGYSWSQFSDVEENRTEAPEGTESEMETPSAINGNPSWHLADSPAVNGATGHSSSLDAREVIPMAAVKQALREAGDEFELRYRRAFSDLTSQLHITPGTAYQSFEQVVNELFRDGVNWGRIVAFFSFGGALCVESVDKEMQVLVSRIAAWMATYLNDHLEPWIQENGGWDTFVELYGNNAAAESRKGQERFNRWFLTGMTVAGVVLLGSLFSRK
# AGP1 TOR yeast = modulators of TOR pathway AGP1-GFP in S. cerevisiae; S. cerevisiae AGP1-GFP multiplex flow cytometry, 3 h; GFP as percent of DMSO wells; GFP response vs DMSO, % at 10 µM; 0.02% of 320,000 active; AID 2066;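 active = GFP response relative to DMSO above a set limit, near screen average plus 3 SD, cut at about 150% in these data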;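 also: median GFP channel fluorescence of the gated AGP1 strain per well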
# GLD-1 RNA inh = GLD-1-TGE RNA interaction inhibition (C. elegans); purified GLD-1 + fluorescein TGE RNA, fluorescence polarization; AID 2280; inhibition, % at 5.96 µM; 0.44% of 320,000 active;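 active = percent inhibition above a per-plate cutoff, the plate mean of test compounds plus 3 SD, cut at about 30% in these data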;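 also: 0% = DMSO wells with GLD-1 and probe and 100% = wells lacking GLD-1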
# Active calls of the source: *; . = no result given; & = joins results of further samples.
SMILES,VLA-4 inh,MCL1-BIM inh,GRK2 aptamer HTS,Fam108B inh,MEX-5 binding,CIT2-GFP yeast,BCLXL inh,AGP1 TOR yeast,GLD-1 RNA inh
CC(=O)c1cccc(NC(=O)C(OC(=O)/C=C/c2ccc3c(c2)OCO3)c2ccccc2)c1 (stereo unspecified),7,-19,0,-29,2.2,102,-8,103,-7
COC(c1ccccc1)c1nnc(CCC(=O)NC2CCCCC2)o1 (stereo unspecified),5,3,3,2,-0.6,102,5,103,0
CCn1nc(C(=O)Nc2cccc(S(=O)(=O)N3CCCC3)c2)c2ccccc2c1=O,11,-2,0,.,.,104,1,98,-1
COc1ccc(Oc2ncnc3c2ncn3Cc2ccccc2)cc1,6,-1,5,-4,3.7,89,4,93,-9
CCN(CC(=O)Nc1c(F)cccc1F)C(=O)c1ccc2c(c1)OCO2,-4,-4,0,.,.,87,-3,90,4
O=C(NNC(=O)C1CCCO1)c1ccc(F)cc1 (stereo unspecified),-8,0,0,-8,-0.2,104,7,103,8
O=c1oc(-c2ccco2)nc2sc3c(c12)CCCCC3,1,6,1,15,-1.7,114,-1,107,-1
COc1cc2ccccc2cc1C(=O)Nc1ccccc1N1CCN(S(C)(=O)=O)CC1,0,2,2,-8,1.4,102,4,101,0
CC(NC(=O)c1ccc(NC2=NC3CS(=O)(=O)CC3S2)cc1)c1ccccc1 (stereo unspecified),44,8,1,-6,-0.2,97,0,104,-3
COC(=O)[C@H](CC(C)C)NC(=O)NCCCc1ccccc1,.,-1,2,3,0.6,97,3,103,1
COCCCn1c(=O)c2sccc2n(Cc2ccc(C)cc2)c1=O,16,7,0,-1,-0.5,97,-1,87,8
Cc1cc(OCC(=O)NC2CCN(Cc3ccccc3)CC2)c2c(C)c(C)c(=O)oc2c1,5,-2,0,-1,-1.4,105,-3,103,3
CCCCCN(C(=O)NC(=O)Nc1ccc(C)cc1)S(=O)(=O)c1ccccc1,10,3,0,3,5.0,96,0,98,-9
O=C(/C=C/c1cccs1)N1CCN(c2ccccc2F)CC1,19,0,9,1,-1.1,95,4,99,-3
COC(=O)C1=C(C)NC(=O)/C1=C\c1cc(C)n(-c2c(C)cccc2C)c1C,-6,-2,1,0,-0.4,105,4,107,9
CCC1CCCCN1CCCNC(=O)C1CCCN(c2ncnc3c2nc2n3CCCCC2)C1 (stereo unspecified),-6,-1,0,-4,3.5,101,6,96,0
COc1cc(OC)cc(C(=O)NC(=S)N2CCCCCC2)c1,21,-11,0,0,-0.1,96,2,94,-2
COC(=O)c1c(-c2ccccc2)csc1N1C(=O)Nc2ccccc2N1O,-8,9,6,1,-3.4,92,8,89,2
CCCCCn1c(=N)n(CC(O)COc2ccccc2OC)c2ccccc21 (stereo unspecified),-15&5,-1&-1,0&0,-2&-5,-0.8&1.3,101&97,3&3,102&98,0&1
O=C(Nc1ccccc1)OCCOc1ccccc1,1,2,3,-2,1.1,87,2,98,-2
COc1cc(C=O)ccc1OCc1ccc(Cl)nc1,-7,11,2,3,3.1,106,8,101,10
O=C(NC1CCCCCC1)C1CCC(CNS(=O)(=O)c2ccc(Br)s2)CC1 (stereo unspecified),-2,0,0,-2,-1.7,103,5,107,5
O=C(N/N=C/C=C\c1ccccc1)c1cnccn1,17,0,4,4,-1.2,95,3,102,-2
C=C1C(=O)O[C@H]2C[C@]3(C)C([C@@H](OC(=O)/C(C)=C/C)[C@H]12)[C@](C)(O)CC[C@H]3O (stereo partly specified),11,3,1,-4,-1.5,105,4,102,-6
CSCCC1NC(=O)N(CC(=O)Nc2ccc3c(c2)OCCO3)C1=O (stereo unspecified),-5,.,0,.,.,104,.,99,0

# New compounds follow:
SMILES,VLA-4 inh,MCL1-BIM inh,GRK2 aptamer HTS,Fam108B inh,MEX-5 binding,CIT2-GFP yeast,BCLXL inh,AGP1 TOR yeast,GLD-1 RNA inh
CC1CCCN(C(C(=O)Nc2ccc3c(c2)OCO3)c2ccccc2)C1 (stereo unspecified),36,1,0,4,-1.5,87,4,102,2
O=C(CN(CC1CCCO1)C(=O)CCC(=O)Nc1ccccn1)NCC1CCCO1 (stereo unspecified),16,2,0,0,-1.2,96,1,92,-1
CN1CCN(NC(=O)Nc2cccc(Cl)c2Cl)CC1,-1,2,3,-2,1.4,90,1,100,-6
O=C(C1CCN(S(=O)(=O)c2ccccc2)CC1)N1CCc2ccccc21,7,8,6,2,1.8,113,4,113,1
COc1cccc(NC(=O)CN(C)C(=O)c2cccc(S(=O)(=O)Nc3ccc(C)cc3)c2)c1,-24,-11,1,.,.,95,-1,95,0
COc1ccc(N2CC(C(=O)N[C@@H](C)C(=O)NCc3ccccc3OC)CC2=O)cc1 (stereo partly specified),32,2,1,2,-3.0,108,2,102,-6
O=C(COc1cccc(NC(=O)c2cccc([N+](=O)[O-])c2)c1)c1ccc(F)cc1,9,-12,2,14,-0.7,98,-9,97,17
O=C(NC(CO)Cc1ccc([N+](=O)[O-])cc1)C(Cl)Cl (stereo unspecified),3,-2,7,-4,-1.0,96,1,96,12
Cc1nnc(SCC2=C(C(=O)O)N3C(=O)C(NC(=O)c4cccc(F)c4F)C3SC2)s1 (stereo unspecified),-1,17,0,0,-0.5,76,18,93,6
Cc1ccc(NC(=O)c2ccco2)c([N+](=O)[O-])c1,-8,4,2,2,3.1,117,6,96,9
CN(C(=O)Cn1cc(C#N)c2ccccc21)c1ccccc1,-7,1,0,4,-0.3,108,-6,100,-10
Cn1ncc(Br)c1C(=O)Nc1ccc(Br)cn1,6,-4,5,-3,-1.4,98,1,102,-1
CCn1c(COc2ccc(=O)n(-c3ccccc3)n2)nnc1SCc1ccc(OC)cc1,14,8,0,4,-3.9,104,6,107,-3
Cc1ccc(F)cc1NC(=S)NCCc1ccccc1,6,6,0,-1,-2.3,97,5,97,6
Cc1ccc(C(=O)NNC(=O)CSc2nnc3c(n2)[nH]c2ccc(C)cc23)cc1,16,6,6,-18,1.2,103,11,102,1
COc1ccccc1C1=NNC(=NCc2ccccc2)SC1,17,14,1,-8,-1.8,81,14,93,12
Cc1ccc(S(=O)(=O)/C(C#N)=C/c2c(N3CCN(C)CC3)nc3c(C)cccn3c2=O)cc1,-23,29,4,-1,0.2,103,40*,97,6
COc1ccc(O)c(C2=Nc3ccccc3N=C(c3ccccc3)C2)c1,0,3,0,-1,3.6,113,9,103,2
Cc1ccc(Nc2nc(CSc3nnc(-c4cccnc4)n3-c3ccccc3C)cs2)cc1,-8,-4,3,2,2.8,107,3,104,-1
CCN(CC)CCCNc1cc(C(F)(F)F)c(C#N)c2nc3ccccc3n12,-11,42*,0,4,-9.0,99,38*,105,20
Nc1cc(=O)[nH]c(SCc2nnc(-c3ccccc3)o2)n1,1,5,6,-2,0.2,104,2,106,-4
COc1ccc(C(=O)OCCN2CCN(C3=NS(=O)(=O)c4ccccc43)CC2)cc1OC,30,14,1,-2,-1.2,108,5,105,1
CCc1ccc[n+](-c2[nH]c(=O)sc2/C=N/N=C(\[O-])CCn2c3ccccc3c3ccccc32)c1,-1,32,2,3,-7.7,101,21,118,14
CCOC(=O)CSc1nc2ccsc2c(=O)n1C1CCN(C(=O)OCC)CC1,.,0,0,-1,0.6,96,1,95,4
CCOC(=O)N1CCN(S(=O)(=O)c2ccc(C(=O)NNc3nc4c(C)cccc4s3)cc2)CC1,-3,2,4,6,-0.1,96,-3,102,4

# Next compounds:
SMILES,VLA-4 inh,MCL1-BIM inh,GRK2 aptamer HTS,Fam108B inh,MEX-5 binding,CIT2-GFP yeast,BCLXL inh,AGP1 TOR yeast,GLD-1 RNA inh
Cc1ccc(C(C(=O)NCc2ccco2)N(C(=O)Cn2nnc3ccccc32)c2ccccc2)o1 (stereo unspecified),16,8,2,6,0.2,101,5,104,4
N#CCNC(=O)C1CC(=O)N(CCc2ccc(F)cc2)C1 (stereo unspecified),-1,3,0,-3,1.9,102,-3,96,0
O=C(c1c[nH]c2ccccc12)N1CCN(Cc2ccccc2)CC1,1,-8,0,0,-0.5,103,-5,99,8
CN(C)CCCN(C(=O)c1ccc(C(=O)c2ccccc2)cc1)c1nc2ccc(F)cc2s1,-94,-7,0,0,0.4,91,-4,93,0
CCOC(=O)Cc1csc(NC(=O)c2cc(C)on2)n1,13,10,2,4,-0.7,104,9,107,3
CN(Cc1cccc(F)c1)C(=O)c1ccc(S(=O)(=O)C(F)F)cc1,7,3,0,1,-2.4,86,0,88,14
CN(C(=O)CSc1ncc(C(F)(F)F)cc1Cl)c1c(N)n(Cc2ccccc2)c(=O)[nH]c1=O,12,-4,1,1,0.3,99,-4,96,11
O=C(CSCc1ccc(Cl)cc1)NCc1ccccn1,11,-11,0,-1,0.5,105,-7,101,-1
CC(C)(C)OC(=O)NC(Cc1ccccc1)C(=O)N1CCCC1C(=O)O (stereo unspecified),3,-5,2,-4,-1.6,104,0,99,4

# Rewritten bar-delimited: part of the list above.
structure | VLA-4 inh | MCL1-BIM inh | GRK2 aptamer HTS | Fam108B inh | MEX-5 binding | CIT2-GFP yeast | BCLXL inh | AGP1 TOR yeast | GLD-1 RNA inh
CCN(CC)CCCNc1cc(C(F)(F)F)c(C#N)c2nc3ccccc3n12 | -11 | 42* | 0 | 4 | -9.0 | 99 | 38* | 105 | 20
Nc1cc(=O)[nH]c(SCc2nnc(-c3ccccc3)o2)n1 | 1 | 5 | 6 | -2 | 0.2 | 104 | 2 | 106 | -4
COc1ccc(C(=O)OCCN2CCN(C3=NS(=O)(=O)c4ccccc43)CC2)cc1OC | 30 | 14 | 1 | -2 | -1.2 | 108 | 5 | 105 | 1
CCc1ccc[n+](-c2[nH]c(=O)sc2/C=N/N=C(\[O-])CCn2c3ccccc3c3ccccc32)c1 | -1 | 32 | 2 | 3 | -7.7 | 101 | 21 | 118 | 14
CCOC(=O)CSc1nc2ccsc2c(=O)n1C1CCN(C(=O)OCC)CC1 | . | 0 | 0 | -1 | 0.6 | 96 | 1 | 95 | 4
CCOC(=O)N1CCN(S(=O)(=O)c2ccc(C(=O)NNc3nc4c(C)cccc4s3)cc2)CC1 | -3 | 2 | 4 | 6 | -0.1 | 96 | -3 | 102 | 4
Cc1ccc(C(C(=O)NCc2ccco2)N(C(=O)Cn2nnc3ccccc32)c2ccccc2)o1 (stereo unspecified) | 16 | 8 | 2 | 6 | 0.2 | 101 | 5 | 104 | 4
N#CCNC(=O)C1CC(=O)N(CCc2ccc(F)cc2)C1 (stereo unspecified) | -1 | 3 | 0 | -3 | 1.9 | 102 | -3 | 96 | 0
O=C(c1c[nH]c2ccccc12)N1CCN(Cc2ccccc2)CC1 | 1 | -8 | 0 | 0 | -0.5 | 103 | -5 | 99 | 8
CN(C)CCCN(C(=O)c1ccc(C(=O)c2ccccc2)cc1)c1nc2ccc(F)cc2s1 | -94 | -7 | 0 | 0 | 0.4 | 91 | -4 | 93 | 0
CCOC(=O)Cc1csc(NC(=O)c2cc(C)on2)n1 | 13 | 10 | 2 | 4 | -0.7 | 104 | 9 | 107 | 3
CN(Cc1cccc(F)c1)C(=O)c1ccc(S(=O)(=O)C(F)F)cc1 | 7 | 3 | 0 | 1 | -2.4 | 86 | 0 | 88 | 14
